NCI-60 one-dose screen, 48 h, at 10 µM unless noted. Numbers give growth in % (100 = growth as untreated, 0 = no growth, -100 = all killed).
RPMI-8226: RPMI-8226 leukemia cells | hit rate 7.5% among 77,000
MDA-MB-435: MDA-MB-435 melanoma. AID 1794794. hit rate 7.8% among 82,000
SR: SR leukemia cells | hit rate 8.7% among 73,000 | AID 1794780
CCRF-CEM: CCRF-CEM leukemia; hit rate 7% among 77,000
HOP-62: HOP-62 NSCLC; hit rate 3.9% among 80,000
MOLT-4: MOLT-4 leukemia cells; hit rate 6.9% among 80,000; AID 1794779
HOP-92: HOP-92 NSCLC cells. hit rate 6.3% among 71,000. AID 1794738
K-562: K-562 leukemia; hit rate 7.4% among 78,000; AID 1794777
The depositor's hits bear a star; . = no result given. Rule for the calls: active = growth percent below 10; inactive = the rest.

The opening six records (preview)
Order of values: RPMI-8226 | MDA-MB-435 | SR | CCRF-CEM | HOP-62 | MOLT-4 | HOP-92 | K-562
> COc1cc(C2CC(c3cc(OC)c(OC)c(OC)c3)=Nc3c(C)nn(-c4ccccc4)c3N2)ccc1Oc1ccnc2cc(Cl)ccc12 (stereo not given)
 : 55.7 | 73.1 | 61.2 | 59.6 | 112.4 | 40.2 | . | 65.8
> CN1CCC(N)=NC1=O
 : 92.5 | 93.5 | 98.6 | 82.8 | 100.5 | 102.0 | 92.7 | 94.6
> COc1cc(C2CC(=O)Nc3ccsc32)cc(OC)c1OC (stereo not given)
 : 90.0 | . | 95.2 | 98.4 | 102.5 | 110.2 | 67.3 | 121.2
> O=C(CSc1nc2sc3c(c2c(=O)n1-c1ccc(Cl)cc1)CCCC3)Nc1nc(-c2cccc(Br)c2)cs1
 : 96.4 | 97.5 | 80.6 | 87.7 | 90.7 | 87.1 | 106.6 | 95.8
> COc1cc2cc3c(nc2cc1OC)CCN3Cc1ccc(NC(=O)Nc2ccccc2)cc1
 : 81.0 | 97.1 | 72.9 | 81.0 | 116.8 | 77.0 | 47.9 | 67.1
> CCOC(=O)C1=CCC(n2cc(F)c(=O)[nH]c2=O)O1 (stereo not given)
 : 104.8 | 109.6 | 99.8 | 97.4 | 122.3 | 92.9 | 107.0 | 107.9

The list itself (from the top)
Order of values: RPMI-8226 | MDA-MB-435 | SR | CCRF-CEM | HOP-62 | MOLT-4 | HOP-92 | K-562
> COc1cc(C2CC(c3cc(OC)c(OC)c(OC)c3)=Nc3c(C)nn(-c4ccccc4)c3N2)ccc1Oc1ccnc2cc(Cl)ccc12 (stereo not given)
 : 55.7 | 73.1 | 61.2 | 59.6 | 112.4 | 40.2 | . | 65.8
> CN1CCC(N)=NC1=O
 : 92.5 | 93.5 | 98.6 | 82.8 | 100.5 | 102.0 | 92.7 | 94.6
> COc1cc(C2CC(=O)Nc3ccsc32)cc(OC)c1OC (stereo not given)
 : 90.0 | . | 95.2 | 98.4 | 102.5 | 110.2 | 67.3 | 121.2
> O=C(CSc1nc2sc3c(c2c(=O)n1-c1ccc(Cl)cc1)CCCC3)Nc1nc(-c2cccc(Br)c2)cs1
 : 96.4 | 97.5 | 80.6 | 87.7 | 90.7 | 87.1 | 106.6 | 95.8
> COc1cc2cc3c(nc2cc1OC)CCN3Cc1ccc(NC(=O)Nc2ccccc2)cc1
 : 81.0 | 97.1 | 72.9 | 81.0 | 116.8 | 77.0 | 47.9 | 67.1
> CCOC(=O)C1=CCC(n2cc(F)c(=O)[nH]c2=O)O1 (stereo not given)
 : 104.8 | 109.6 | 99.8 | 97.4 | 122.3 | 92.9 | 107.0 | 107.9
> CCOC(=O)c1ccc2c(c1N1CCOCC1)N(O)ON2
 : 108.7 | 104.5 | 87.3 | 104.1 | 116.2 | 90.0 | 95.3 | 95.6
> CCOC(=O)C1=C(N)N(c2ccc(C)cc2)C2=C(C(=O)CC(C)(C)C2)C1c1ccccn1 (stereo not given)
 : 121.7 | 95.7 | . | 117.9 | 132.4 | . | 96.8 | .
> CCCCCC(=O)OC1CCCCC1C(C)C (stereo not given)
 : 106.3 | 98.0 | . | 104.2 | 97.5 | 108.4 | 100.5 | 106.1
> Cc1ccc(C(=O)/C=C/c2ccc3c(c2)OCO3)cc1
 : 77.2 | 97.4 | 66.1 | 81.6 | 99.4 | 78.4 | 78.0 | 102.1
> Nc1c(C(=O)Nc2cccc(Cl)c2)sc2nc3c(cc12)CCCC3
 : 93.6 | 34.4 | 53.9 | 87.1 | 91.8 | 84.8 | 82.7 | 48.3
> C=CCc1c2occc2c(O)c2c(=O)cc(-c3ccc(Cl)cc3)oc12
 : 86.1 | 91.2 | 91.9 | 84.4 | 78.8 | 99.7 | 79.3 | 103.6
> COc1ccc(Nc2ccnc(N3CCN(c4ccnc5cc(Cl)ccc45)CC3)n2)cc1
 : -23.1* | -4.4* | 1.3* | 2.1* | 16.5 | -48.9* | -21.9* | 2.5*
> COc1cc(C2CC(=O)Nc3c2ccc2ccccc32)cc(Br)c1OC (stereo not given)
 : -13.1* | -55.5* | -6.3* | -25.7* | 24.9 | 10.6 | . | 6.6*
> CCOC(=O)c1ncc2ncc(-c3ccc(OC)cc3)cn12
 : 94.3 | 106.5 | 88.1 | 99.2 | 100.0 | 98.3 | 60.2 | 99.5
> CCOC(=O)c1[nH]c(C(=O)O)c(OC(=O)CC)c1C
 : 91.7 | 99.1 | 91.1 | 96.0 | 94.4 | 95.8 | 67.4 | 103.1
> C#CCOC(=O)c1cc2c3ccccc3oc(=O)c2c2nc3ccccc3n12
 : 90.9 | 85.0 | 72.5 | 97.4 | 92.6 | 93.2 | 103.8 | 94.5
> CC(C)[C@@H]1COC(C(Cc2ccc(C(C)(C)C)cc2)(Cc2ccc(C(C)(C)C)cc2)C2=N[C@H](C(C)C)CO2)=N1
 : 106.4 | 101.2 | 89.7 | 103.7 | 101.9 | 98.5 | 114.2 | 94.0
> CCCCOC(=O)c1cc2c3ccccc3oc(=O)c2c2nc3ccccc3n12
 : 92.3 | 102.7 | 75.7 | 101.7 | 94.0 | 104.7 | 107.8 | 100.2
> O=C(Nc1ccccc1-c1nc2ccccc2c(=O)[nH]1)c1cc2ccccc2[nH]1
 : 98.0 | 105.8 | . | 97.4 | 71.6 | 95.6 | 68.7 | 94.1
> CSc1ccc(O)cc1C
 : 105.5 | 100.2 | 101.2 | 85.2 | 93.9 | 85.8 | 98.7 | 98.3
> O=C(/C=C\c1ccccc1)c1ccc(Cl)cc1
 : . | 85.5 | 30.8 | 79.0 | 107.0 | 70.6 | 95.7 | 66.8
> FC(F)(F)c1cn(CCN2CCOCC2)c2ncnc(Cl)c12
 : 99.0 | 56.5 | -40.3* | 12.3 | 55.9 | 40.4 | -62.3* | .
> COc1c(O)cc2oc3cc(O[C@H]4O[C@H](CO)[C@H](O)C(O)C4O)c(CC=C(C)C)c(O)c3c(=O)c2c1CC=C(C)C (stereo not given in full)
 : 110.3 | 110.4 | 109.5 | 109.2 | 99.0 | 115.1 | 102.4 | 98.7
> O=c1nc2n(CCO)c3ccccc3cc-2c(=O)[nH]1
 : 103.3 | 102.7 | 88.4 | 101.6 | . | 99.2 | 97.9 | 98.6
> O=C1/C(=C/c2ccccn2)NC(=S)N1c1ccccc1Cl
 : 52.8 | 67.4 | 19.3 | 9.3* | 38.9 | 33.4 | 102.3 | 39.7
> Cc1csc(NC(=O)c2ccc(/C=C3\SC(=S)N(C)C3=O)cc2)n1
 : 98.9 | 97.9 | 75.0 | 101.2 | 88.2 | 86.2 | . | 54.3
> OC(COc1ccc(Cl)cc1)CN1CCN(c2ccccc2Cl)CC1 (stereo not given)
 : 93.0 | 98.0 | 58.2 | 75.4 | 100.6 | 93.2 | 94.3 | 55.3
> O=C(O)c1cc([N+](=O)[O-])ccc1-c1ccc([N+](=O)[O-])cc1C(=O)O
 : 96.9 | 100.6 | 126.8 | 100.9 | 98.9 | 100.7 | 98.4 | 94.2
> NC(=O)NC(=O)Oc1cccc2ccccc12
 : 94.6 | 112.1 | 112.7 | 71.7 | 88.4 | 99.0 | 86.7 | 114.8
> CCOC(=O)Nc1nnc(Sc2nc3c(c(=O)n(C)c(=O)n3C)n2CC)s1
 : 103.6 | 99.3 | 93.9 | 127.3 | 99.9 | 107.6 | 88.2 | 102.9
> O=C(NCCNc1nccc(-c2c(-c3cccc(O)c3)nc3sccn23)n1)c1ccccc1O
 : 11.6 | 14.3 | 63.2 | 18.9 | 114.5 | 46.2 | 59.9 | 40.5
> COC(=O)c1c2c(c(C)[n+]([O-])c1C)C(=O)C(NCc1ccc(OC)cc1)=CC2=O
 : 23.6 | -67.6* | 10.0* | 20.7 | 47.7 | 0.9* | 36.9 | 11.4
> CCn1c(=O)c(C(=O)NCCCO)c(O)c2ccccc21
 : 122.5 | 106.1 | 105.4 | 103.0 | 100.9 | 100.3 | . | 89.9
> O=C1Nc2ccccc2C1=NCCN1CCOCC1
 : 107.6 | 104.1 | 59.9 | 112.2 | 95.2 | . | 117.5 | .
> Cc1ccc2c(/C=C/C(=O)c3cc(CN4CCOCC4)c(O)c4nc(C)ccc34)cc(CN3CCOCC3)c(O)c2n1
 : 2.4* | -62.6* | 6.6* | 3.3* | -7.0* | -2.3* | 30.9 | 1.9*
> CCN1C(=S)N(CC)C2C1NN=c1s/c(=C3\C(=O)Nc4ccccc43)c(=O)n12 (stereo not given)
 : 125.7 | 98.8 | 100.2 | . | 77.5 | 105.2 | 97.5 | 102.9
> O=C(N/N=C\c1c[nH]c2ccccc12)N/N=C/c1c[nH]c2ccccc12
 : 95.0 | 62.2 | 49.4 | 48.7 | 99.7 | 57.5 | 96.1 | 67.0
> CCCCc1nc(Cl)c(C2CC(c3cc(OC)c(OC)c(OC)c3)=NN2C(C)=O)[nH]1 (stereo not given)
 : 95.3 | 98.5 | 84.9 | 95.3 | 97.0 | 87.7 | 93.3 | 92.2
> N=C(c1ccccc1)N1CCN(Cc2ccccc2)CC1
 : 87.4 | 107.7 | 74.1 | 98.4 | 89.3 | 89.6 | 86.0 | 109.0
> CCN(CC)Cc1cccc(C)c1OC(=O)c1ccccc1
 : . | 98.5 | 101.3 | . | 103.9 | 104.9 | . | 92.8
> CSc1nc(-c2cccs2)c2c(N)[nH]nc2n1
 : 111.9 | 117.0 | 73.3 | 109.0 | 87.9 | 87.0 | 109.5 | 88.4
> COc1ccc(NC(=O)c2sc3ncc(Cl)cc3c2N)cc1
 : 97.5 | 92.4 | 78.5 | . | 102.5 | 82.3 | 118.0 | 83.8
> CCCCCCN1C(=O)/C(=c2\sc3n(c2=O)C2C(NN=3)N(CC)C(=O)N2CC)c2ccccc21 (stereo not given)
 : 44.6 | -49.2* | . | 37.8 | -1.8* | 49.4 | 37.0 | 6.8*
> Cc1nc2c(=O)[nH]c(SCC(=O)Nc3ccc(Cl)cc3)nc2[nH]c1=O
 : 105.3 | 105.1 | 119.1 | 98.1 | 98.6 | 101.9 | 106.2 | 97.8
> COc1ccc2cc(S(=O)(=O)O)ccc2c1N
 : 97.5 | 113.2 | 120.6 | 99.2 | 91.8 | 103.9 | 95.8 | 106.6
> O=C(NCc1cn(Cc2cccc(Oc3ccccc3)c2)nn1)c1cccnc1Nc1ccc(Cl)cc1
 : 86.3 | 67.7 | . | . | 96.6 | . | 78.9 | 89.2
> CNC(=O)c1cc(-c2ccc(NS(=O)(=O)c3ccc(C(C)(C)C)cc3)cc2)nc2cccnc12
 : 95.5 | 95.8 | 88.8 | 88.0 | 84.6 | 87.8 | 96.3 | 80.7
> COc1ccc(CNC(=O)C2CSC3(C)c4ccccc4C(=O)N23)cc1 (stereo not given)
 : 88.9 | 102.0 | 84.3 | 93.9 | 95.6 | 76.4 | 80.3 | 77.4
> CC(C)CCC[C@@H](C)[C@H]1CC[C@H]2[C@@H]3C[C@@H](Br)[C@@]4(Br)C[C@@H](Cl)CC[C@]4(C)[C@H]3CC[C@]12C
 : 98.9 | 111.0 | 85.9 | 111.3 | 92.2 | 102.5 | 101.9 | 90.6
> N#Cc1ccc(C(=O)O)cc1
 : 108.7 | 110.5 | 84.5 | 116.8 | 102.8 | 97.9 | 80.5 | 100.3
> O=C(Nc1ccc(Oc2cccc(Cl)c2)c(Cl)c1)c1ccccn1
 : 99.6 | 93.8 | 126.0 | 100.9 | 106.8 | 112.5 | 96.0 | 107.7
> CC1(C)CC[C@]2(C(=O)NCc3cn(-c4ccc(F)cc4)nn3)CC[C@]3(C)C(=CC[C@@H]4[C@@]5(C)Cc6c([nH]c7ccccc67)C(C)(C)[C@@H]5CC[C@]43C)[C@@H]2C1
 : 92.4 | 86.4 | 84.7 | 92.2 | 97.4 | 67.2 | 75.7 | 92.4
> C[C@H](NC(=O)[C@@H]1CCCN1C)[C@H](Oc1ccc2c(cnn2-c2ccc(F)cc2)c1)c1ccc2c(c1)OCCO2
 : 70.4 | 68.1 | 16.4 | 76.2 | 82.8 | 60.2 | 45.1 | 24.2
> Nc1c2c(nc3ccc(Br)cc13)CC(c1ccccc1)CC2=O (stereo not given)
 : 17.8 | -43.4* | 27.1 | 19.7 | 48.9 | 29.3 | 77.9 | 13.4
> CN1C(=O)N(C)C2Nn3c(s/c(=C\c4ccco4)c3=O)=NC21 (stereo not given)
 : 102.2 | 101.2 | 103.7 | 104.6 | 101.6 | 106.5 | 108.7 | 103.0
> O=c1c2sc3ncc(Br)cc3c2ncn1-c1ccccc1
 : 96.7 | 94.2 | 87.4 | . | 58.8 | . | 88.9 | 100.7
> CCNc1ccc2c(-c3ccccc3C(=O)O)c3ccc(=[N+](CC)CC)cc-3oc2c1
 : 80.3 | 122.8 | 82.0 | 74.0 | 92.8 | 67.4 | 76.2 | 78.6
> COc1cc(NC(=O)CCl)ccc(=O)c1
 : 85.4 | 69.8 | . | 39.7 | 112.9 | 50.1 | 79.0 | 75.2
> CC(C)(C=O)CCC#N
 : 110.3 | 107.9 | 90.5 | 118.5 | 92.6 | 111.1 | 80.5 | 104.6
> O=C(Nc1cccc(Cn2c(=O)[nH]c3ccc(Oc4ncccn4)cc3c2=O)c1)Nc1c(Cl)cccc1Cl
 : 108.3 | 101.0 | . | 110.3 | 98.3 | 91.9 | 110.9 | 107.6
> CC(C)NC(=O)c1cc(-c2ccc(NC(=O)Nc3ccc(F)c(C(F)(F)F)c3)cc2)nc2cccnc12
 : 89.8 | 91.3 | 81.6 | 90.2 | 80.8 | 117.1 | 90.1 | 84.2
> CCOC(=O)N1CC/C(=N\NC(N)=O)C1
 : 103.5 | 107.9 | 97.4 | 95.9 | 101.5 | 90.5 | 104.7 | 93.3

Results in SR, for 5 of the compounds above:
structure	SR
COc1c(O)cc2oc3cc(O[C@H]4O[C@H](CO)[C@H](O)C(O)C4O)c(CC=C(C)C)c(O)c3c(=O)c2c1CC=C(C)C (stereo not given in full)	109.5
COc1cc2cc3c(nc2cc1OC)CCN3Cc1ccc(NC(=O)Nc2ccccc2)cc1	72.9
O=c1nc2n(CCO)c3ccccc3cc-2c(=O)[nH]1	88.4
CCCCOC(=O)c1cc2c3ccccc3oc(=O)c2c2nc3ccccc3n12	75.7
CCN(CC)Cc1cccc(C)c1OC(=O)c1ccccc1	101.3

Screening results (PubChem)
